# Rat MKP-3 inhibitors: MKP-3 phosphatase inhibitors, primary screen, biochemical, rat enzyme, in vitro (AID 425); actives 0.17% (n = 110,000); inhibition, % at 20 µM; hits with a dose series show IC50 in µM; recombinant MKP-3 phosphatase activity, fluorescence; higher % means a stronger effect; in the data active = inhibition above about 50%;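 note: plate controls were vehicle for no effect and reference inhibitor for full effect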
# Hsp70 displacement: small molecules displacing fluorescent ligand from Hsp70 – biochemical, fluorescence polarization, primary screen (AID 583). Hsp70 fluorescence polarization probe displacement, mP; higher % means a stronger effect. actives 0.06% (n = 140,000). displacement, % at 20 µM, or IC50 in µM where a hit was titrated; in the data active = displacement above about 50%;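 note: plate controls were vehicle for no effect and reference ligand for full effect; a part of the inactive calls stands beside numbers as strong as those of hits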
# * hit, by the source's call; . = no result given; & = joins results of further samples. These rows are one share of the data; rates above refer to the full screens.
SMILES,Rat MKP-3 inhibitors,Hsp70 displacement
COCCCN1C(=O)c2[nH]nc(-c3cc(C)cc(C)c3O)c2C1c1ccc(O)c(OC)c1 (configuration not stated),-12%,3.5%
CCOC(CNC(=O)CCc1c(C)nc2nc(C)nn2c1C)OCC,.,-1.0%
c1ccc(C(c2nnnn2C2CCCC2)N2CCN(c3ccccc3)CC2)cc1 (configuration not stated),.,0.4%
COc1ccc2c(c1)OCC/C2=N\OC(=O)c1cccc2ccccc12,1%,-6.8%
Cc1ccc(/C=C(/C#N)C(=O)Nc2cccc(Br)c2)cc1[N+](=O)[O-],2%,-0.9%
Cc1ccc2c(nc3s/c(=C\c4ccc(-c5cccc(C(F)(F)F)c5)o4)c(=O)n32)c1C,4%,-3.3%
Cc1c(C(=O)NCC2CCCO2)oc2ccc(S(=O)(=O)N3CCCCC3)cc12 (configuration not stated),1%,3.8%
CC(C)CC(=O)NC1(C(F)(F)F)C(=O)Nc2c1c(=O)n(C)c(=O)n2C (configuration not stated),1%,2.9%
CCSc1ncnc2c1oc1ccccc12,1%,0.4%
Cc1nc(C)c(C(=O)C2=C(O)C(=O)N(CCN(C)C)C2c2cccs2)s1 (configuration not stated),-15%,0.7%
COc1ccc(OCC(=O)Nc2ccc(-c3nc4ccc(C)cc4s3)cc2)cc1,-3%,-1.2%
CCOc1cc(S(=O)(=O)N(CC)CC)ccc1F,.,3.3%
Cn1c(C(=O)NCCN2CCCCCC2)cc2c(=O)n(C)c3ccccc3c21,-4%,0.9%
O=C1C(C=NCC2CCCO2)=C(O)c2ccccc21 (configuration not stated),-5%,-5.0%
COc1cc([N+](=O)[O-])ccc1NC(=O)C(C)C,-6%,-0.5%
COc1ccc(C(c2nnnn2CCc2ccccc2)N2CCN(C3CCCC3)CC2)cc1OC (configuration not stated),-10%,-2.0%
COc1ccc(/C=N/n2cnnc2)cc1Cn1nc(C)c([N+](=O)[O-])c1C,-4%,-3.1%
Cc1nc2ccccc2c(=O)n1NC(=O)C1CCCCC1,-13%,2.7%
COCc1cc(=O)[nH]c(Nc2nc(C)c3ccccc3n2)n1,.,0.3%
C/C=C(/C(=C/C)c1ccc(O)cc1)c1ccc(O)cc1,-2%,3.1%
COc1cc2ccccc2cc1C(=O)O,.,3.9%
CCC(=O)N(Cc1cc2cc(OC)ccc2[nH]c1=O)c1ccc(C)cc1C,-2%,1.4%
N#CC(C(=O)OCc1ccccc1)c1nc2ccccc2nc1N1CCOCC1 (configuration not stated),-19%,61%
COc1ccc(C(=O)N(Cc2ccccc2)Cc2cc3cc4c(cc3[nH]c2=O)OCCO4)cc1,.,6.8%
N#Cc1ccccc1NC(=O)CC1Sc2ccc(C(F)(F)F)cc2NC1=O (configuration not stated),1%,1.5%

# Nothing new here: entries from further up.
SMILES,Rat MKP-3 inhibitors,Hsp70 displacement
Cc1ccc(/C=C(/C#N)C(=O)Nc2cccc(Br)c2)cc1[N+](=O)[O-],2%,-0.9%
Cc1ccc2c(nc3s/c(=C\c4ccc(-c5cccc(C(F)(F)F)c5)o4)c(=O)n32)c1C,4%,-3.3%
Cc1c(C(=O)NCC2CCCO2)oc2ccc(S(=O)(=O)N3CCCCC3)cc12 (configuration not stated),1%,3.8%
CC(C)CC(=O)NC1(C(F)(F)F)C(=O)Nc2c1c(=O)n(C)c(=O)n2C (configuration not stated),1%,2.9%
CCSc1ncnc2c1oc1ccccc12,1%,0.4%
Cc1nc(C)c(C(=O)C2=C(O)C(=O)N(CCN(C)C)C2c2cccs2)s1 (configuration not stated),-15%,0.7%
COc1ccc(OCC(=O)Nc2ccc(-c3nc4ccc(C)cc4s3)cc2)cc1,-3%,-1.2%
CCOc1cc(S(=O)(=O)N(CC)CC)ccc1F,.,3.3%
Cn1c(C(=O)NCCN2CCCCCC2)cc2c(=O)n(C)c3ccccc3c21,-4%,0.9%
O=C1C(C=NCC2CCCO2)=C(O)c2ccccc21 (configuration not stated),-5%,-5.0%
COc1cc([N+](=O)[O-])ccc1NC(=O)C(C)C,-6%,-0.5%
COc1ccc(C(c2nnnn2CCc2ccccc2)N2CCN(C3CCCC3)CC2)cc1OC (configuration not stated),-10%,-2.0%
COc1ccc(/C=N/n2cnnc2)cc1Cn1nc(C)c([N+](=O)[O-])c1C,-4%,-3.1%
Cc1nc2ccccc2c(=O)n1NC(=O)C1CCCCC1,-13%,2.7%
COCc1cc(=O)[nH]c(Nc2nc(C)c3ccccc3n2)n1,.,0.3%
C/C=C(/C(=C/C)c1ccc(O)cc1)c1ccc(O)cc1,-2%,3.1%

# Later entries
SMILES,Rat MKP-3 inhibitors,Hsp70 displacement
CCCS(=O)(=O)N1CCCC(c2nc(-c3cccc(OC)c3)no2)C1 (configuration not stated),-9%,-0.2%
O=C(O)C1CC(=O)N(Cc2ccc3c(c2)OCO3)C1 (configuration not stated),-1%,-1.4%
CC(C)CCNC(=O)C1CCN(C(=O)N(C)C)CC1,-3%,3.4%
CC(C)(C)c1ccc(Oc2coc3c(CN4CCOCC4)c(O)ccc3c2=O)cc1,2%,-3.8%
O=C(Cc1ccccc1)NC(NC(=O)Cc1ccccc1)c1cccc([N+](=O)[O-])c1,6%,2.0%
Cc1cc(C)nc(N/N=C\c2c[nH]c3ccccc23)n1,2%,-4.4%
COc1ccc(NC(=O)Nc2ccc3nc(C)c(C)nc3c2)cc1,.,2.7%
Cc1onc(-c2c(F)cccc2Cl)c1C(=O)OCC(=O)Nc1c(C)n(C)n(-c2ccccc2)c1=O,-10%,-1.6%
CCOC(=O)C1=C(C)N(CC(C)C)C(=O)/C1=C\c1ccco1,2%,-0.5%
Cc1ccc(S(=O)(=O)NC(C)C(=O)NC2CCCCCC2)cc1 (configuration not stated),3%,-0.1%
O=C(CSc1nnc(COc2ccccc2)n1-c1ccccc1)c1ccccc1,.,-1.3%
C/C(=N\NC(=O)Cc1cccn1C)c1ccc2ccccc2c1,.,3.3%
C=CCc1ccccc1OCC(CN1CCCCC1)OC(C)=O (configuration not stated),-6%,-0.5%
Cc1ccc2oc(-c3cc(NC(=O)c4cccs4)ccc3O)nc2c1,-2%,4.9%
Cc1ccc(CCN2CC(C(=O)NCCCN3CCCCCC3)CC2=O)cc1 (configuration not stated),0%,-49%
Cc1nn(C)c(C)c1S(=O)(=O)N1CCC(C(=O)NC2CCCc3ccccc32)CC1 (configuration not stated),4%,4.0%
CCOc1nc(-c2ccccc2)ccc1-c1noc(COC)n1,2%,0.1%
N#CC1=C(SCC(=O)c2ccc(Br)cc2)NC2=C(C(=O)CCC2)C1c1ccco1 (configuration not stated),10%,0.6%
O=C(Nc1cccc(-c2nnc(-c3ccccc3)o2)c1)C1CCCO1 (configuration not stated),-3%,2.9%
CCn1c(SC)nnc1-c1ccc(S(=O)(=O)N2CCCCC2)cc1,.,-3.0%
COc1ccc(/C=C2\SC(=S)N(c3cccc(Br)c3)C2=O)cc1,0%,-0.7%
O=C(O)C1CCN(c2nc(-c3ccccc3)nc3c2oc2ccccc23)CC1,3%,-1.3%
CCn1c(=O)c2c(cnn2C)c2ccccc21,-10%,4.6%
C=CCn1c(=O)n(CCOC)c(=O)c2sc3ccccc3c21,-6%,-0.7%
Cc1ccnc(NS(=O)(=O)c2ccc(NC(=O)C34CC5CC(CC(C5)C3)C4)cc2)n1,.,-3.4%

# Following part.
SMILES,Rat MKP-3 inhibitors,Hsp70 displacement
CC(=O)C1=C(C)NC(=S)NC1c1cc([N+](=O)[O-])ccc1O (configuration not stated),-2%,-4.2%
COc1ccc(-n2cnnc2)cc1,-4%,7.6%
CC(NC(=O)Cn1nc(-c2ccccc2)c2ccccc2c1=O)c1ccccc1 (configuration not stated),.,-3.3%
CC(c1ccccc1)N1C(=O)/C(=C\c2ccc(Cl)cc2Cl)SC1=S (configuration not stated),2%,-0.3%
CCc1ccccc1N(CC)C(=O)c1cn(C)c(=O)c2cc(OC)c(OC)cc12,1%,2.6%
O=C(CN(c1ccc(F)cc1)S(=O)(=O)c1ccc2c(c1)OCCO2)NCc1ccccn1,-3%,-7.8%
CC1CCCCN1S(=O)(=O)c1ccc(S(=O)(=O)NCCc2ccncc2)cc1 (configuration not stated),.,-1.1%
CC(=O)Nc1nonc1-c1nc2ccccc2n1Cc1ccc(C(C)(C)C)cc1,1%,-0.8%
O=C(Nc1nccs1)C1CCN(S(=O)(=O)c2ccc3c(c2)OCCCO3)CC1,-6%,6.3%
c1ccc2c(c1)nc(N1CCN(C3CCCCC3)CC1)c1nnnn12,3%,8.4%
Cc1ccc(C(=O)NC2C(=O)N3C2SC(C)(C)C3C(=O)O)o1 (configuration not stated),0%,1.7%
Cc1cc(C(=O)O)c(CSCc2cc(C(=O)O)oc2C)o1,.,6.6%
Cn1cc(/C=C2/SC(=O)N(c3ccccc3)C2=O)c2ccccc21,0%,6.3%
COc1cc2ccccc2cc1C(=O)Nc1cccnc1,-6%&1%,-0.8%&4.0%
CCC(=O)N1CCN(c2ccc(NC(=O)c3ccc4c(c3)OCO4)cc2)CC1,-2%,-2.3%
Cc1[nH]c(=S)n(CC2CCCO2)c1C (configuration not stated),-13%,1.4%
COc1ccc(Cn2nnnc2C(c2cccnc2)N2CCN(c3ccc(O)cc3)CC2)cc1 (configuration not stated),5%,2.8%
NC(=O)C1CCN(C(=O)c2ccco2)CC1,.,-1.3%
COc1ccccc1CNC(=O)c1cc2c(C)nn(Cc3ccc(F)cc3)c2s1,.,3.5%
O=C1S/C(=C/c2ccc(O)c(O)c2)C(=O)N1c1ccccc1,1%,-8.0%
NC(=O)c1c(NC(=O)CN2CCOCC2)sc2c1CCC2,-14%,-0.9%
CCOc1ccc(OCC(=O)NCCc2nc3ccccc3[nH]2)cc1,.,2.0%
N#Cc1c(N)nc(SCC(=O)c2ccccc2)c(C#N)c1-c1ccc(Cl)cc1,6%,-1.5%
Cc1cc(C)c2nc(N)sc2c1,-17%,1.8%
COc1ccc(NC(=O)c2c(SC)nsc2SC)cc1,7%,-5.3%

# Additional entries follow.
SMILES,Rat MKP-3 inhibitors,Hsp70 displacement
Nc1sc(=S)nc2sc3c(c12)CCN(Cc1ccccc1)C3,9%,4.8%
Cc1sc2nc(SCC(=O)NCc3ccco3)n(C)c(=O)c2c1C,-7%,-2.5%
CC(Oc1ccccc1)C(=O)Nc1cc(C(=O)O)cc(C(=O)O)c1 (configuration not stated),0%,-2.5%
O=C1CC(N2CCC(O)CC2)C(=O)N1c1ccc(I)cc1 (configuration not stated),3%,0.0%
COC(=O)c1nn(-c2ccccc2)ccc1=O,.,1.6%
O=C(Cn1c(-c2cncs2)nc2ccccc21)NCc1ccccc1,.,-1.5%
O=C(Nc1ncc2c(n1)CC(c1ccco1)CC2=O)c1ccc(Cl)cc1 (configuration not stated),-13%,-2.7%
O=C(c1ccco1)N1CCCSC1=Nc1ccccc1,-12%,-1.9%
CN1CCc2c(sc3c2c(=O)n(-c2ccccc2)c2nnc(SCc4ccc(F)cc4)n32)C1,-5%,6.9%
Cc1ccc(C)c(Cn2nnc3c(=O)[nH]c(C4CCCN(C(=O)CC(C)C)C4)nc32)c1 (configuration not stated),-6%,0.8%
O=c1cc(-c2ccccc2)nc(N2CCN(Cc3ccccc3)CC2)[nH]1,-4%,-4.6%
O=C(/C=C/c1ccccc1)N1CCN(c2nc3ccc([N+](=O)[O-])cc3s2)CC1,2%,0.4%
COc1cc(/C=C2\SC(N)=NC2=O)cc(Br)c1OC,4%,1.3%
Cc1c(NC(=O)c2nn(C)c(=O)c3ccccc23)c(=O)n(-c2ccccc2)n1C,-4%,1.7%
Cc1cccc(NC(=O)c2cc(N3C(=O)CCC3=O)ccc2Cl)n1,.,4.7%
O=C(CCN1C(=O)c2ccncc2C1=O)Nc1ccc2c(c1)OCCO2,-12%,1.4%
c1ccc(C2=NCCCN2)cc1,7%,8.8%
CC1=C(C(=O)Nc2cccc(Cl)c2)C(c2cccs2)NC(=S)N1 (configuration not stated),1%,2.4%
CC(C)[C@H](NC(=O)Nc1ccc2c(c1)OCCO2)C(=O)O,0%,0.5%
NC(=O)c1ccc(F)cc1,-12%,4.7%
O=c1[nH]c2ccccc2n1CCC1CCCCC1,.,7.0%
C=CCOC(=O)C1=C(C)NC(SC)=C(C#N)C1c1ccc(OCC)cc1 (configuration not stated),0%,-3.0%
FC(F)(F)c1cc(-c2cccs2)nc(-n2cc(Br)cn2)n1,.,1.2%
CCOC(=O)c1c(NC(=O)c2cc3ccccc3oc2=O)sc(C)c1CC,2%,1.9%
COc1ccc2[nH]c(=O)c(CN(CCCN3CCOCC3)C(=O)NCc3ccccc3)cc2c1,-6%,5.1%

# Carrying on.
SMILES,Rat MKP-3 inhibitors,Hsp70 displacement
COc1ccccc1NC(=O)C1=C(C)NC(SCC(=O)c2ccc(Br)cc2)=C(C#N)C1c1ccco1 (configuration not stated),0%,-5.4%
CC1=C(C(=O)Nc2ccccc2C)C(c2ccccc2O)NC(=O)N1 (configuration not stated),0%,-2.6%
C=CCc1ccc(OCCCN2CCCC(C)C2)c(OC)c1 (configuration not stated),.,-3.4%
O=C(O)CCCCCN1C(=O)C(=O)/C(=C(/O)c2ccccc2)C1c1ccccc1F (configuration not stated),1%,-0.3%
O=C1/C(=C/c2cc(Cl)cc(Cl)c2O)SC(=S)N1Cc1ccccc1,2%,-2.4%
CCN1CCN(Cc2c(C)[nH]c3c(ccc4ccccc43)c2=O)CC1,3%,4.2%
COC(=O)c1c(-c2cccnc2)csc1NC(=O)c1cc(C)on1,-4%,-25%
Cc1cc(NC(=O)CSc2ccc(-c3nc4cc(C)c(C)cc4[nH]3)cn2)no1,1%,-27%
COC(=O)CSc1nnc(-c2cccs2)n1-c1ccc(Cl)cc1,4%,3.2%

# Source: PubChem BioAssay (Sanford-Burnham Center for Chemical Genomics)
